Compound activity as filed in PubChem BioAssay.
ABHD5 PLIN5 PPI = blocks binding of human ABHD5 to perilipin-5. AID 602281. inhibition, % at 4 µM. 360,000 compounds, 0.78% hits. Split G. princeps luciferase complementation, luminescence, 4 h. Q00G26+Q8WTS1;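 active means inhibition above the mean inhibition across every tested compound plus 3 SD, cut at about 22% in these data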;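 further: 0% = DMSO only wells and the 100% control is not disclosed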
ABCB6 inh MLPCN = human ABCB6 transporter inhibition; 360,000 compounds, 0.19% hits; K562-ABCB6 porphyrin accumulation, flow cytometry, 1 h; stronger effect = lower value; fluorescence ratio to DMSO, % at 10 µM; AID 602162; Q9NP58;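 active means fluorescence ratio to DMSO below 75%, the collection mean minus 3 SD; inconclusive means too few cells collected in the well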;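 further: signal is porphyrin accumulated inside mitochondria; 100% equals median channel fluorescence of DMSO control wells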
MC4R antag cAMP = human MC4R antagonism in cAMP assay; 360,000 compounds, 0.48% hits; inhibition, % at 6.5 µM; MC4R-expressing cells, MTII-stimulated cAMP, LANCE TR-FRET; P32245;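 active means inhibition above its plate's cutoff, the mean of tested wells on that plate plus 3 SD, cut at about 29% in these data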;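 further: 0% = Melanotan II alone and 100% = Melanotan II plus saturating MCL0020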
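Assay system: U2OS cells stably expressing human melanocortin 4 receptor (MC4R) / Dosing: 6.5 µM / Timing: compound 30 min, challenge 1 h, detection 1 h / Measured by: Eu-cAMP/anti-cAMP TR-FRET, emission 671 nm / Replicates: singlicate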
N-glyco inh = blocks N-linked glycosylation in D54 reporter cells. 360,000 compounds, 0.23% hits. D54 ERlucT glycosylation luciferase reporter, 24 h; percent of 100 nM tunicamycin response. reporter increase, % at 12.5 µM;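 active means mean luciferase reporter signal, scaled so untreated is 0 and the glycosylation-blocking control 100, at or above a set limit in every replicate; inconclusive means mean reaches the limit but not every replicate does; inactive means mean below the limit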;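 further: luciferase carries N-glycosylation sites so blocking glycosylation raises the light; 0% = median of neutral control wells and 100% = median of 100 nM tunicamycin wells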
Cardio protect = myocardial damage modulation in H9c2 cells | H9c2 cardiomyocytes, H2O2 injury protection, ATPLite, 2 h | 360,000 compounds, 0.63% hits | protection from H2O2 cell death, % at 20 µM;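 active means compounds giving at least 50% protection of heart cells from peroxide-induced death in the single-dose screen, raw or plate-pattern-corrected value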;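 further: 0% = DMSO wells with peroxide and 100% = DMSO wells without peroxide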
Granule exo inh = blocks lytic granule exocytosis. TALL-104 LAMP-1 surface exposure, flow cytometry; cells stimulated with thapsigargin and PMA. inhibition, % at 10 µM. 360,000 compounds, 0.66% hits. AID 651702;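 active means inhibition above about 55%, limit read from the data; inconclusive means no clear call, values can overlap the other calls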
CaV13 FRET inh = Disruptors of the CACNA1D IQ motif to Ca2+-dependent inactivation inhibitor domain association, primary screening, Förster resonance energy transfer in intact living …; inhibition, % at 12.3 µM; HEK cells, CFP/YFP FRET ICDI-IQ, plate reader, 10 min; percent FRET-ratio fall versus neutral wells; 340,000 compounds, 0.098% hits;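 active means mean replicate inhibition of at least 30% and at least 1% of replicates passing that level; inconclusive means only one of the two criteria is met; inactive means neither criterion is met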;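 further: 0% = median of the neutral control wells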
PDI inh = blocks human protein disulfide isomerase activity; PDI insulin aggregation turbidity, A650, 90 min; 350,000 compounds, 0.052% hits; AID 588391; inhibition, % at 10 µM; P07237;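 active means mean inhibition across replicates of 30% or more, whatever share of single replicates reach that level; inconclusive means mean inhibition below 30% while every single replicate reaches 30%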;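 further: absorbance from insulin aggregation driven by PDI reduction with DTT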
Target sequence (P07237 whole entry, looked up): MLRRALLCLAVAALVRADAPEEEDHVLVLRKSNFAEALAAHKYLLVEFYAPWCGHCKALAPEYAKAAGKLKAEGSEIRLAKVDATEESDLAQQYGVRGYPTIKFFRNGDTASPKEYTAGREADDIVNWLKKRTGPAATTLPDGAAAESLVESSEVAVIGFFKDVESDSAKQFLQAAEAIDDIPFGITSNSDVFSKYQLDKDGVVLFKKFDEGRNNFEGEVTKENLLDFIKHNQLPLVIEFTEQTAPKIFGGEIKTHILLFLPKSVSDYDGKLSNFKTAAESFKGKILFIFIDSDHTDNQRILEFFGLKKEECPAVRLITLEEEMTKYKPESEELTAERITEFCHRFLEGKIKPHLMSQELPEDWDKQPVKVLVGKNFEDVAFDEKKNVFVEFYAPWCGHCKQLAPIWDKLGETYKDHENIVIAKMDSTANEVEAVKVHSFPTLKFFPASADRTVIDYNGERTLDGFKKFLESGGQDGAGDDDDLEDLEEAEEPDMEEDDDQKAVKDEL
MC4R ag barr = human MC4R agonism via beta-arrestin; 360,000 compounds, 0.98% hits; AID 540308; activation, % at 8.9 µM; U2OS MC4R beta-arrestin complementation, luminescence; percent of melanotan II response, DMSO zero; P32245;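 active means activation above a per-plate cutoff, the mean activation of sample wells on that plate plus 3 SD, cut at about 8% in these data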
m5-HT2A agonist = agonists of mouse serotonin 5-HT2A receptor (HTR2A); P35363; CHO-K1 mHTR2A beta-arrestin complementation, luminescence; percent of 30 µM serotonin response; activation, % at 7.6 µM; 360,000 compounds, 0.66% hits; AID 624169;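 active means activation above a run cutoff, the mean activation of all tested compounds plus 3 SD, cut at about 14% in these data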;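 further: 0% = plate median of compound wells and 100% = 30 µM serotonin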
Target sequence (P35363 whole entry, looked up): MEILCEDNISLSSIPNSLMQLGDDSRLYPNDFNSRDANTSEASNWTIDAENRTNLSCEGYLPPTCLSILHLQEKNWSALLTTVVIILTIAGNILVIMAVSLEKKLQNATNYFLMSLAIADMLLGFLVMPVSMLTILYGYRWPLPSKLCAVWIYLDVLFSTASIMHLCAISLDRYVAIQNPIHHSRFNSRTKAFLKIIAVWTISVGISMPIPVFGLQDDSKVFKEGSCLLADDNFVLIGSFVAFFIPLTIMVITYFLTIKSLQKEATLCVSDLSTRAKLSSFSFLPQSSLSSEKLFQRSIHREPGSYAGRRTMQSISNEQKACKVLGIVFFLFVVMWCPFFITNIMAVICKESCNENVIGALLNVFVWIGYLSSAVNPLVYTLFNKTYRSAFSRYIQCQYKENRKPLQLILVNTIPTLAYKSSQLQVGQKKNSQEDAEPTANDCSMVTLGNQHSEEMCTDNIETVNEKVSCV
* = called active by the depositor; i = inactive; ? = inconclusive; . = no result given.

SMILES	ABHD5 PLIN5 PPI	ABCB6 inh MLPCN	MC4R antag cAMP	N-glyco inh	Cardio protect	Granule exo inh	CaV13 FRET inh	PDI inh	MC4R ag barr	m5-HT2A agonist
COC(=O)c1cc2c(s1)-c1ccc(OC)cc1CC2	9	108	13	0	-6	-5	-4	-3	1.9	-5
CCOC(=O)C1CCN(C(=O)Cn2nc(C)n3c(cc4cc(C)ccc43)c2=O)CC1	6	92	1	1	6	9	-7	-2	0.1	3
CNC(=S)Nc1cc(C)ccc1OC(F)F	-9	92	-5	-1	3	-4	1	-4	-4.6	-10
Cc1ccc([C@@H]2CC(=O)[C@@H]3CN(S(=O)(=O)c4ccc(C)cc4)[C@H](c4ccc(Cl)cc4)C[C@@H]3N2S(=O)(=O)c2ccc(Cl)cc2)cc1	-6	90	-2	-9	3	0	-6	-29	0.6	1
COCCn1c(CNc2ccc(F)cc2)nnc1SCC(=O)Nc1ccc(OC)cc1OC	3	101	4	1	-6	-3	-8	-2	0.6	0
COc1ccc(C(=O)N(CCc2ccccc2)Cc2cccs2)c(OC)c1	-3	97	-7	-3	2	64*	-4	11	0.3	-8
O=C(NCCS(=O)(=O)N1CCN(c2ccccc2F)CC1)c1cc(=O)c2ccccc2o1	0	92	6	-4	-5	-3	-16	4	-1.0	-9
CC1CC(C)CN(S(=O)(=O)c2ccc3c(c2)CC(=O)N3)C1 (configuration not stated)	6	99	1	-2	3	20	-2	-3	-1.0	4
COc1ccc(CC2(CO)CCN(S(=O)(=O)c3c(C)nn(C)c3C)CC2)cc1	5	96	-12	-3	-2	-1	-6	-11	0.9	0
COc1cccc(OCC(=O)Nc2ccccc2C(N)=O)c1	0	89	-3	-4	-11	-4	-5	-7	-0.5	0
Cc1cccc(C(=O)O/N=C(\N)c2ccc(Br)cc2)c1	4	102	6	0	-16	0	-5	2	-0.6	1
COc1cc(NC(=O)Nc2cccc(C(C)=O)c2)cc(OC)c1OC	0	106	11	2	4	2	-4	-4	-0.8	-1
Cc1cccc(N(Cc2cc3ccccc3[nH]c2=O)S(C)(=O)=O)c1	-3	98	-4	0	-10	4	-7	25	-1.9	1
Cc1cc(C(=O)CN2C(=O)NC(C)(c3cc(F)ccc3F)C2=O)c(C)n1C1CC1 (configuration not stated)	-2	91	5	0	-6	-2	-8	-93	-2.7	-2
Cc1ccc2nc(C)cc(N/N=C/c3cccc(O)c3)c2c1	-6	97	16	5	-12	7	-4	2	-0.1	1
Cc1cccc(C)c1NC(=O)CNC(=O)Cn1nc(C)c(C)c(C#N)c1=O	-1	96	-1	2	-1	1	-4	1	0.0	7
CCCS(=O)(=O)NC(=O)C1(C)CCN1C(=O)Cc1ccc(Cl)cc1Cl (configuration not stated)	-8	99	10	2	5	?	-12	4	1.0	4
CC(C)(C)[C@H]1COC(=O)[C@@H](Cc2ccc(F)cc2)CC/C=C/C[C@@H](CC(=O)N[C@@H](CO)Cc2ccccc2)C(=O)N1	6	100	-2	5	7	11	-4	2	-0.5	-2
O=C(N/N=C/c1cccs1)c1cc(-c2ccncc2)nc2ccccc12	-2	95	-19	13	14	3	-4	0	-0.9	-7
CC(=O)NNc1nc(-c2ccc(C)cc2)cs1	-6	103	7	2	-1	12	-4	5	-0.9	0
COc1cccc(C(=O)Nc2c(F)cccc2F)c1	-3	99	20	0	6	7	-7	5	-0.1	-1
CCN(C(=O)c1cccc(Br)c1)C1CCS(=O)(=O)C1 (configuration not stated)	11	96	8	1	-1	10	-15	5	-2.2	5
COc1cc(-c2nc(-c3ccc(NC(=O)c4ccc5c(c4)OCO5)cc3)no2)cc(OC)c1OC	-1	89	10	-4	-11	1	-5	0	23*	0
Cc1cccc(NC(=O)CCC(=O)NCCO)c1	-5	90	4	2	-3	-1	-4	-2	-1.2	0
Cn1c(N)c(C(=O)CSc2nc3ccccc3c(=O)n2Cc2ccccc2)c(=O)n(C)c1=O	1	95	0	-4	2	-10	-11	-3	-0.2	5
Next part.
SMILES	ABHD5 PLIN5 PPI	ABCB6 inh MLPCN	MC4R antag cAMP	N-glyco inh	Cardio protect	Granule exo inh	CaV13 FRET inh	PDI inh	MC4R ag barr	m5-HT2A agonist
Cc1cc(C(=O)N2CCCC(N3CCN(c4cccc(Cl)c4)CC3)C2)no1 (configuration not stated)	-2	94	3	1	3	-4	-7	9	-1.4	-8
COc1cc(COc2ccc(-c3nnco3)cc2)ccc1OC(F)F	2	100	2	-3	-3	1	-2	-6	12*	-6
CCOc1cc(CNCc2ccncc2)cc(Cl)c1OC	4	99	1	0	9	-2	-6	2	1.0	4
Cc1ccc(N2CCN(CCc3nc4cc(NS(C)(=O)=O)ccc4n3C)CC2)cc1	3	98	1	-2	9	-1	-5	7	0.9	-4
Cc1cccc(CSc2nnc(CCCCCNC(=O)OC(C)(C)C)o2)c1	2	96	10	0	1	0	-2	1	1.0	-2
COc1ccccc1NC(=O)C1CCCN(S(=O)(=O)c2ccc3[nH]c(=O)ccc3c2)C1 (configuration not stated)	-1	99	2	-1	-4	-3	0	.	-1.2	-2
CC(=O)Nc1cc(-c2ccc(N3CCN(C)CC3)cc2)cn2c(-c3ccc(F)c(Cl)c3)cnc12	10	109	7	-10	-12	9	-8	-9	1.9	-3
COC(=O)c1cc(COC(=O)CNC(=O)c2ccc(Br)cc2)oc1C	3	97	12	2	0	-12	-5	-7	-1.6	0
C=C(C)COc1ccc(-c2[nH]ncc2-c2ccc(OC)c(OC)c2)c(O)c1	-3	101	-24	13	-19	34	-5	-8	2.7	-5
CN(C(=O)COc1ccc(Cl)cc1Br)C1CCCCC1	-3	101	6	0	-1	-3	-5	-3	-0.6	1
Cc1ccc(NC(=O)C2COc3ccccc3O2)c(C)c1 (configuration not stated)	4	100	11	1	-9	-8	-3	0	-1.4	3
Cn1c(Cn2cnc(Cl)c2Cl)nc2ccccc21	4	100	-2	2	0	2	.	-2	-0.8	-2
CN(C)S(=O)(=O)c1ccc(N2CCCC2)c(C(=O)N2CCC(C(N)=O)CC2)c1	1	89	4	1	0	-7	-2	22	-3.5	2
CSCC[C@H](NC(=O)c1ccc(Cl)c(S(=O)(=O)N2CCCC2)c1)c1nc2ccccc2[nH]1	7	96	3	2	16	-4	-8	6	-0.1	-3
CCOC(=O)[C@@H]1[C@H]2COc3ccc(Br)cc3[C@H]2N2C(=O)N(c3ccc(C(F)(F)F)cc3)C(=O)[C@]12C	-7	101	12	-4	-6	-3	-5	3	1.4	-1
CSc1nc(N2CCOCC2)c2c(c1C#N)CC(C(C)C)OC2 (configuration not stated)	3	96	23	3	-2	-5	-14	-12	-2.0	0
Cc1[nH]c2ccccc2c1/C=C/c1cc[n+](C)cc1	8	i	-41	-3	-20	1	.	?	-2.8	-5
Cc1cc(NC(=O)c2cc(-c3cccs3)on2)no1	1	102	-5	2	-4	-5	-5	-4	0.0	0
CCOc1ccccc1NC(=O)C1CCN(S(=O)(=O)c2ccc(OC)c(OC)c2)CC1	-15	105	-2	1	-3	-3	-9	-2	-1.1	-4
CC1CCCC(NC(=O)CN2C(=O)COc3ccccc32)C1C (configuration not stated)	1	97	-2	0	-2	2	-6	-9	-1.4	-2
C/C(=N\NC(=O)c1ccc(N2CCCC2=O)cc1)c1ccncc1	-7	96	8	1	2	0	-5	-9	-2.4	-6
NS(=O)(=O)c1ccccc1NC(=O)c1c(O)c2ccccc2[nH]c1=O	1	97	-7	-10	-10	0	-5	3	0.0	-3
Cc1nc2ccccc2n1-c1ccccc1	-3	93	0	2	5	1	-3	-1	1.7	-2
CSC[C@H]1CN(CCc2ccccc2)C(=O)[C@@H]1CC(=O)Nc1ccccc1	-2	100	21	0	-5	1	-5	0	-0.1	-11
FC(F)(F)C1CC(c2cccs2)Nc2ncnn21 (configuration not stated)	2	93	13	1	-2	2	.	-3	-1.5	9

Reprinted from the part before: three entries; new compounds follow.
SMILES	ABHD5 PLIN5 PPI	ABCB6 inh MLPCN	MC4R antag cAMP	N-glyco inh	Cardio protect	Granule exo inh	CaV13 FRET inh	PDI inh	MC4R ag barr	m5-HT2A agonist
Cc1nc2ccccc2n1-c1ccccc1	-3	93	0	2	5	1	-3	-1	1.7	-2
CSC[C@H]1CN(CCc2ccccc2)C(=O)[C@@H]1CC(=O)Nc1ccccc1	-2	100	21	0	-5	1	-5	0	-0.1	-11
FC(F)(F)C1CC(c2cccs2)Nc2ncnn21 (configuration not stated)	2	93	13	1	-2	2	.	-3	-1.5	9
OC1c2cc(Cl)ccc2-c2c(Cl)cc(Cl)cc21 (configuration not stated)	-6	100	-9	-2	-12	-2	-11	11	-1.5	8
Nc1cc(=O)[nH]c(SCC(=O)NC2CCCc3ccccc32)n1 (configuration not stated)	-1	92	20	1	4	?	-6	6	-0.6	3
C[C@H]1O[C@H](C2CCCC2)CC2=C1C(=O)OC(C)(C)O2	0	97	.	.	.	10	-5	.	.	10
CC(C)CCNC(=O)C(c1ccco1)N(C(=O)Cn1nnc2ccccc21)c1ccc2c(c1)OCO2 (configuration not stated)	-4	107	2	-1	-6	-2	.	2	-1.0	4
COc1ccccc1Cn1c(=S)[nH]c2cc(C(=O)NCCN3CCOCC3)ccc2c1=O	1	102	7	-1	-2	0	-10	-3	-1.2	-8
CCOC(=O)CNc1nc(-c2ccncc2)nc2ccccc12	3	83	5	-1	10	-1	-4	-1	-1.4	-1
Cc1cc(C)c(NC(=O)c2cc(C(=O)O)ccc2C(=O)O)c([N+](=O)[O-])c1	2	99	4	5	4	1	5	1	0.4	-2
O=C(N/N=C/c1ccc(O)cc1)Nc1cccc2nsnc12	-1	99	-11	-13	58*	6	-11	-4	-1.3	-10
Clc1ccc(CSc2snnc2-c2ccccc2)cc1	7	102	7	-4	-8	24	-7	13	-0.5	1
Cc1cc(=O)oc2c(C)c(OC(C)C(=O)N3CC[C@@]4(O)CCCC[C@H]4C3)ccc12 (some centres not stated)	-1	93	1	-1	2	3	.	.	-2.4	0
OCCCCNCc1cc(Br)ccc1OCc1ccccc1	3	98	15	2	-6	5	-1	4	-2.6	-5
O=C(CN1C(=O)C2CC=CCC2C1=O)Nc1nc(-c2ccc(F)c(F)c2)cs1 (configuration not stated)	1	96	19	2	82*	-4	-5	3	1.9	-1
CC(=O)Nc1cccc(Oc2ncccc2[N+](=O)[O-])c1	2	98	11	1	-4	-1	-4	5	0.2	-2
COc1ccccc1C(=O)NC(=O)COC(=O)CCS(=O)(=O)c1ccc(C)cc1	8	95	8	1	4	2	-6	-7	2.8	5
CC(=O)Nc1ccc(NC(=O)COC(=O)/C=C/c2ccc3c(c2)OCO3)cc1	2	99	-8	0	-7	1	-3	5	-0.7	-4
CNc1ncnc2c1cnn2C1CCCCO1 (configuration not stated)	-8	93	1	0	1	-6	-5	-3	0.2	4
